Screens: PubChem BioAssay, several laboratories
5HT1E ag = 5-HT1E receptor agonists, primary screen, cell-based, HTS; actives 0.69% (n = 65,000); CHO 5-HT1E Ga15 NFAT-bla reporter, FRET; 0% DMSO wells, 100% control agonist wells; AID 574, 2007; activation, % at 6 µM;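 active means activation above a set limit, the screen-wide mean activation plus 3 SD, cut at about 8.5% in these data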;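 further: 100% = positive control agonist at 1 µM giving full maximal response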
Target sequence (P28566 whole entry, looked up): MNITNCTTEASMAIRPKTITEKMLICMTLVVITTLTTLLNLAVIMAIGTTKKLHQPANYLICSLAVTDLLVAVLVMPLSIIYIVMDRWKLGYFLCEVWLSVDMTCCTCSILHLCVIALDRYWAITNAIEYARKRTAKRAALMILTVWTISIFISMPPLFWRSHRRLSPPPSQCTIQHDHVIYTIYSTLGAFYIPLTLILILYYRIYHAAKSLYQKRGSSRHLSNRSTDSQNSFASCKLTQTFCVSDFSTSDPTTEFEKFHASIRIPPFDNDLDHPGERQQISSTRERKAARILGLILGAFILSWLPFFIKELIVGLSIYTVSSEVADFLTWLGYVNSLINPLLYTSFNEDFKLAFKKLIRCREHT
S1P3 agonist = human S1P3 receptor agonists, primary screen, cell-based, primary and confirmation, NFAT-BLA reporter; actives 0.1% (n = 60,000); activation, % at 4.5 µM; Sphingosine 1-phosphate receptor 3 (Homo sapiens), Q99500; S1P3 NFAT-BLA reporter cells, agonism, FRET ratio; relative to 1 µM S1P, basal subtracted; AID 373, 2006;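 active means activation above the screen-wide mean plus 3 SD, cut at about 4.5% in these data, passing the limit was not always enough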; further: some compounds called inactive have numbers as strong as hits
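Benchmarks: high control 1 µM S1P / System: stable CHO line with human S1P3, Gα16, NFAT-BLA reporter / Dosing: single compound concentration, 4.5 µM final / Timing: 4 h compound at 37 °C, 2 h substrate at RT / Measured by: FRET β-lactamase substrate fluorescence, excitation 405 nm, 460/535 nm emission ratio, background-subtracted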
5HT1a ag = human 5-HT1a receptor agonists, primary screen, cell-based, CHO, Ga15 NFAT-bla reporter; actives 0.56% (n = 65,000); CHO 5-HT1a Ga15 NFAT-bla reporter, FRET ratio; 0% basal, 100% maximal reference agonist; activation, % at 10 µM; 5-hydroxytryptamine receptor 1A (Homo sapiens), P08908; AID 567, 2006;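 active means activation above the screen-wide mean activation plus 3 SD, cut at about 19% in these data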;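 further: 0% = DMSO wells and 100% = 5-CT at EC100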
5-HT1A blocker = human 5-HT1a receptor antagonists, primary screen, cell-based, CHO, Ga15 NFAT-bla reporter; 5-hydroxytryptamine receptor 1A (Homo sapiens), P08908; CHO 5-HT1a Ga15 NFAT-bla reporter, antagonist mode; inhibition, % at 10 µM; actives 0.68% (n = 62,000);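 active means inhibition above the mean of all tested compounds plus 3 SD, cut at about 43% in these data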;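 further: receptor stimulated by 5-CT agonist at 100 nM near EC80; beta-lactamase reporter measured by ratiometric fluorescence of a cleavable substrate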
Jurkat tox 60K = cytotoxicity toward Jurkat T cells, primary screen, cytotoxicity control, cell-based, Jurkat E6.1, 60K MLSMR library; Jurkat E6.1 viability, ATP luminescence, 48 h; inhibition, % at 4 µM; actives 1.2% (n = 56,000);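 active means inhibition above the mean inhibition of all tested compounds plus 3 SD, cut at about 28% in these data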
HTR1E antagonist = 5-HT1E receptor antagonists, primary screen, cell-based, HTS | inhibition, % at 6 µM | actives 0.99% (n = 65,000) | 5-hydroxytryptamine receptor 1E (Homo sapiens), P28566 | CHO 5-HT1E Ga15 NFAT-bla reporter, FRET, antagonist;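 active means inhibition above a set limit, the mean inhibition across every tested compound plus 3 SD, cut at about 29% in these data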;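 further: signal is the 460 over 535 nm emission ratio of beta-lactamase substrate; 0% = agonist plus DMSO wells and 100% = wells without agonist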
S1P1 ag pot = S1P1 agonists and agonism potentiators, primary screen, cell-based, primary and confirmation screens, CRE-bla reporter; Sphingosine 1-phosphate receptor 1 (Homo sapiens), P21453; actives 0.57% (n = 56,000); S1P1 CRE-bla cells, forskolin, beta-lactamase FRET, potentiator mode; S1P1 agonist co-added at EC20, 2 nM; 100% = saturating reference agonist, 0% = basal; activation, % at 9.5 µM; AID 449, 2006;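 active means activation above a cutoff set at the mean activation of all tested compounds plus 3 SD, cut at about 54% in these data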;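 further: forskolin at 4 µM as EC80 and the EC20 agonist is SEW2871; 100% = SEW2871 at its EC100 plus forskolin at EC80; some compounds past the cut are filed as inactive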
Target sequence (P21453 whole entry, looked up): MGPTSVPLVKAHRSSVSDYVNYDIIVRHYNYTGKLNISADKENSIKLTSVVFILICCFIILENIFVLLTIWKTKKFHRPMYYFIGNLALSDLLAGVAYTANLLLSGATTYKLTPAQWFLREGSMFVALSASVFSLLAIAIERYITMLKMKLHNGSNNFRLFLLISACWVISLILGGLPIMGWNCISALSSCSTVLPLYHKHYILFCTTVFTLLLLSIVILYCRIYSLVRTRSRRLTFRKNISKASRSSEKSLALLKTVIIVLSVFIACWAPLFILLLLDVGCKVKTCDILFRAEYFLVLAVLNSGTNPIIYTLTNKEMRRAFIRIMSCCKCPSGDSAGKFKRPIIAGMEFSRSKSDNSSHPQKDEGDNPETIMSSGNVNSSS
D1 mod = D1 CRE-luciferase signal change, two-sided – cell-based, HEK293 D1, dopamine EC30, D1 allosteric modulator project, primary screen | AID 641, 2007 | actives 5.9% (n = 58,000) | D(1A) dopamine receptor (Homo sapiens), P21728 | dopamine EC30 potentiation; actives deviate in either direction | B-score at 10 µM;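 active means luminescence count or its row- and column-corrected plate score outside the 99.7% band of the plate's sample wells, on either side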
HEK293 NFkB inh = inhibitors of PMA/ionomycin-induced NF-kB reporter, primary screen, antigen receptor NF-kB inhibitor project, cell-based, HEK-293 luciferase reporter, luminescence; HEK-293 NF-kB luciferase reporter; inhibition, % at 3 µM; actives 0.21% (n = 62,000); AID 465, 2006;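 active means inhibition above the mean of all tested compounds plus 3 SD, cut at about 40% in these data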;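 further: 0% = stimulated DMSO wells and 100% = 10 µM reference inhibitor 5653914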
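System – HEK-293 cells with stable firefly luciferase reporter driven by four HIV NF-kB elements · Doses – one dose, 3 µM · Schedule – 1 h compound pre-incubation, 16 h PMA/ionomycin at 37 °C · Technique – luminescence from luciferase substrate reagent · Measure – percent inhibition normalized per plate to DMSO and reference-inhibitor controls · Replicates – tested once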
* hit, by the source's call; · = not tested or not shown.

SMILES	5HT1E ag	S1P3 agonist	5HT1a ag	5-HT1A blocker	Jurkat tox 60K	HTR1E antagonist	S1P1 ag pot	D1 mod	HEK293 NFkB inh
Cc1ccc(O)c(C(=O)c2cnc3c(c2)CN(CCC(C)C)C(=O)N3)c1	8.3	-0.1	-0.2	23	0	10	10	0.92	12
O=C(O)c1ccc2c(c1)CC(c1ccccc1)OC2=O (stereo not drawn)	0.5	-0.6	-1.7	9	-4	-7	7	-0.55	-2
COCCOC(=O)C1=C(C)NC(=O)NC1c1cccs1 (stereo not drawn)	1.0	-0.9	-3.4	-1	-2	3	-21	-0.89	3
CCN(CCCNC(=O)C1CCN(S(=O)(=O)c2cccc3nonc23)CC1)Cc1ccccc1	1.4	·	-0.9	2	·	1	·	-0.18	20
CC(=O)N1CCc2cc(S(=O)(=O)NC(CC(C)C)C(=O)N3CCc4ccccc4C3)ccc21 (stereo not drawn)	0.1	0.0	-1.2	-3	1	-7	-5	1.2	13
Cc1ccc(N(C(=O)Cn2nnc3ccccc32)C(C(=O)NCc2ccco2)c2cccnc2)cc1 (stereo not drawn)	0.6	0.1	-5.3	11	-6	5	-13	0.78	8
O=S(=O)(NCc1ccc2c(c1)OCO2)c1cccc2nsnc12	-0.3	0.1	-3.7	0	-6	9	14	-0.025	0
Cc1cc(=O)oc2cc(OCC(=O)N3c4ccccc4CC3C)ccc12 (stereo not drawn)	0.1	-0.2	-0.7	24	72*	33*	28	1.5	24
CCOc1ccccc1C(=O)Nc1ccc(-c2nnc(-c3ccc(C)cc3)o2)cc1	-0.3	0.0	-0.1	-2	1	-2	·	-1.2	1
O=C(Nc1nc(-c2ccc3c(c2)OCO3)cs1)c1ccncc1	-1.6	-1.0	-1.8	5	44*	13	54	-3.4*	21
COc1ccc(C(CCc2ccc(C)o2)NC(=O)Nc2ccc(OC)cc2OC)cc1 (stereo not drawn)	-0.1	·	0.2	20	·	-4	·	0.88	6
O=C(O)c1ccccc1C1=Nc2ccc(O)cc2Oc2cc(O)ccc21	-0.1	-1.2	-4.6	-2	-3	2	-16	-0.75	5

Some values from the entries so far.
Reading for `Cc1ccc(O)c(C(=O)c2cnc3c(c2)CN(CCC(C)C)C(=O)N3)c1` under HEK293 NFkB inh: 12
Reading for `COc1ccc(C(CCc2ccc(C)o2)NC(=O)Nc2ccc(OC)cc2OC)cc1` (stereo not drawn) under HTR1E antagonist: -4

Additional results.
SMILES	5HT1E ag	S1P3 agonist	5HT1a ag	5-HT1A blocker	Jurkat tox 60K	HTR1E antagonist	S1P1 ag pot	D1 mod	HEK293 NFkB inh
Cc1ccc(N(CC(=O)Nc2cccc(C)c2)S(=O)(=O)c2cccc3nonc23)cc1	1.4	0.6	4.6	-17	-14	-15	7	2.3	-4
CCC1(C)Cc2c(sc3c2c(=O)n(C)c2nnc(SCc4ccc5c(c4)OCO5)n32)CO1 (stereo not drawn)	-0.5	3.1	1.2	·	·	-8	11	·	·
Cc1onc(-c2ccccc2)c1C(=O)Nc1nnc(COc2ccc(Cl)cc2)s1	-0.6	-0.7	-0.5	0	6	-3	10	-0.69	9
CCN(CC)C(=O)Cc1cc(C(=O)O)c2ccccc2n1	0.1	-1.0	0.9	-10	-1	-5	6	-0.76	5
Cc1ccnc(N2CCC(C(=O)NC3CCCCCC3)CC2)n1	1.1	-1.8	-0.5	8	6	-8	-2	-0.32	12
COc1ccccc1NC(=O)Nc1ccc(Br)cn1	-0.2	·	-0.3	22	·	-2	·	0.49	-5
Cc1noc(C)c1S(=O)(=O)N1CCCC(C(=O)N2CCN(C3CCCCC3)CC2)C1 (stereo not drawn)	0.2	-0.6	-3.3	-2	7	-3	-15	-0.2	15
C#CCN1C(=O)C(O)(CC(=O)c2ccc(OC)c(OC)c2)c2ccccc21 (stereo not drawn)	-1.1	-0.5	-2.5	4	0	7	-32	·	19
COc1ccc(C(=O)CN2C(=O)c3ccccc3C2=O)c(OC)c1C	0.6	2.9	-2.0	-8	5	5	-5	1.8	22
O=C(NC1CCCCC1)N1CCC(n2cnc3ccccc32)CC1	1.2	1.9	1.5	1	-11	-13	-12	0.059	0
Cc1cccc(C)c1OCc1nnc(SCC(=O)Nc2ccccc2F)o1	0.3	0.2	-2.1	1	-11	-2	-6	-0.3	14
CCOCCCNC(=O)C1CCN(c2cc(C)nc3c(-c4ccc(OC)c(OC)c4)c(C)nn23)CC1	0.1	0.1	3.6	2	1	11	-13	·	33
O=C(CSc1nc2ccccc2c(=O)[nH]1)c1cccs1	-1.3	-1.5	0.5	5	-4	3	-18	0.58	-1
Cc1ccc(S(=O)(=O)N2CCCCC2)cc1C(=O)c1nccn1C	-0.7	-0.7	-1.5	-14	3	-1	-28	-0.081	9
CCOC(=O)NC(O)C(=O)c1cccs1 (stereo not drawn)	0.0	-3.3	-1.9	·	·	2	-1	·	·
Cc1ccc(OC(=O)NC2CCS(=O)(=O)C2)cc1C (stereo not drawn)	-0.2	0.0	0.3	-8	-6	-4	-6	-0.49	6
CCC1(C)OC(=O)N2CCc3c(C)[nH]c4c(C)ccc(c34)C21C (stereo not drawn)	-0.5	0.9	0.9	-14	1	-10	-39	0.43	7
COc1ccccc1OCCSc1ncnc2nc[nH]c12	0.3	1.6	-2.5	5	-12	1	-11	0.97	-12
CN(C)c1ccc(NC(=O)c2sc(SCC(=O)Nc3nccs3)nc2N)cc1	0.3	-0.6	2.9	·	·	-1	10	·	·
COc1ccc(C2C3=C(CC(C)(C)CC3=O)Oc3ncn(CCO)c(=N)c32)cc1OC (stereo not drawn)	0.0	-0.6	0.8	-5	4	-6	5	-0.0044	16
Cc1c(C(=O)O)c(=S)sn1CCOc1ccccc1	0.2	-0.3	0.9	·	·	-8	4	·	·
CCOC(=O)c1cn2c3c(c(F)c(F)c(F)c3c1=O)SC(N1CCCC1)=N2	-1.0	-1.1	-2.6	8	8	12	-1	-0.095	15
Cc1cccc(OCC(=O)NCC(=O)n2nc(C)cc2C)c1	-0.2	-3.7	-2.7	·	·	0	-6	·	·
Cc1oc2cc(OC(C)C(=O)O)ccc2c(=O)c1Oc1ccccc1 (stereo not drawn)	-1.2	-0.8	-3.3	22	1	-8	21	1.4	10
COc1cccc(-n2c(COc3ccc(C)cc3)nnc2SCC(N)=O)c1	-0.6	-0.5	-1.3	-8	-4	-10	-1	0.89	12
COC(=O)C1=C(N)Oc2cc(N(C)C)ccc2C1c1ccccc1OC (stereo not drawn)	-0.6	-1.2	-3.9	11	75*	18	11	0.54	28
CCC(C)(C)NC(=O)C(c1cccn1C)N(C(=O)Cn1nnc2ccccc21)c1ccccc1OC (stereo not drawn)	-0.6	-0.7	-1.4	13	5	12	19	0.19	16
O=C(c1cccn2c(=O)c3ccccc3nc12)N1CCN(Cc2ccc3c(c2)OCO3)CC1	0.8	·	2.0	4	·	11	·	-0.54	14
COc1cc(OC)c(NC(=O)c2ccc(Br)o2)cc1Cl	0.1	0.8	-0.5	5	-11	-16	-5	-0.28	6
Cn1nnc(-c2ccc(OCc3ccccc3F)cc2)n1	13*	-0.3	-2.3	-12	10	4	·	-0.13	-40
Cc1nc2c(c(=O)n1Cc1ccco1)c1nc3ccccc3nc1n2Cc1ccccc1	-0.1	-1.3	0.0	6	-3	2	2	1	14
CCc1ccc(-c2nnn(Cc3nc4ccccc4s3)n2)cc1	-0.3	-0.1	0.0	13	0	-2	-5	0.34	4
COc1cccc(CNc2ncc(Br)cc2Br)c1O	0.3	1.1	-0.2	·	·	-6	-2	-0.032	·
CCOC(=O)Cc1csc(NC(=O)CSc2nnc(C(C)C)n2CC)n1	0.1	-0.3	-1.6	-10	-1	5	-10	-0.6	15
CCOc1cccc(-c2nnc3sc(COc4ccc(Cl)cc4)nn23)c1	0.5	-1.6	-5.6	3	1	0	-9	-0.33	11
CSc1cccc(NC(=O)CN(C)S(=O)(=O)c2ccc(C)cc2)c1	0.2	·	-2.7	-8	·	-1	·	-0.017	12
COc1ccc2c(Cl)c(-c3nnco3)sc2c1	0.2	-0.6	0.3	-1	10	8	0	-2.3	26
COc1ccccc1NC(=O)CN(C)S(=O)(=O)c1ccc(F)cc1	-1.7	0.3	-1.2	4	-2	12	34	0.00052	9
Cc1cc(-n2c(SCCC#N)nnc2-c2cccnc2)ccc1Cl	-0.1	·	1.1	-12	·	0	·	2.4	7
Cn1c(/N=C/c2cccs2)nc2ccccc21	-0.4	0.6	-2.3	-1	-4	-14	-7	0.043	1
COc1ccc(S(=O)(=O)Nc2nnc(C)s2)cc1	-0.3	-0.7	-0.6	-8	-1	4	-6	0.68	15
CCOC(=O)NC(Nc1sc2c(c1C(=O)OC)CCN(C)C2)(C(F)(F)F)C(F)(F)F	0.9	-4.6	4.1	·	·	2	0	-0.7	·
CC(C)(C)c1cc(C(=O)O)c(CN2CCCCC2)o1	-0.1	-0.7	-0.4	-11	8	5	-2	0.28	7
c1ccc2c(c1)nc(-c1ccncc1)n1nnnc21	0.4	-0.3	-3.1	-1	-2	2	-13	3.4	23
CN1CCCCCC1=NC1=C(C#N)CCCC1	0.3	0.1	-1.7	7	-5	1	10	-0.42	-4
O=C1CCCc2c1cc(C(=O)Nc1ccc(Cl)cn1)c(=O)n2-c1ccccc1	0.5	-0.8	1.7	-24	-1	-7	-24	-0.25	14
CCC(CO)N=CC1=C(O)CC(C)(C)CC1=O (stereo not drawn)	0.9	-0.9	-2.2	-3	12	-4	-30	-0.63	4
Cc1cccc(N(CC(=O)Nc2ccc(CC#N)cc2)S(C)(=O)=O)c1	-0.9	-0.4	-3.7	-1	6	10	·	0.042	16
O=c1cc(N2CCc3ccccc32)[nH]c(=O)n1-c1ccccc1	1.0	·	0.7	-2	·	-3	·	0.23	11
CC(=O)N1c2ccccc2NC2=C(C(=O)CCC2)C1c1ccc(F)cc1 (stereo not drawn)	-0.8	-0.8	-0.5	1	4	-16	-1	·	9
CCCOC(=O)C1=C(C)NC2=C(C(=O)CCC2)C1c1cccc(OC)c1OC (stereo not drawn)	1.0	-1.2	-2.8	5	0	-18	3	0.0063	14
O=C(NCc1ccc(Cl)cc1)c1noc2c1CCCCC2	0.6	-0.4	0.8	13	5	-13	-10	1.2	16
